# STEP inh: STEP phosphatase inhibitors, primary screen, biochemical, fluorescence intensity, uHTS; inhibition, % at 20 µM; recombinant STEP, OMFP fluorogenic substrate; 360,000 compounds, 0.25% hits;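 active = inhibition at 20 µM, scaled per plate between control wells, above about 37%, limit read from the data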;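 note: 0% = DMSO with enzyme and substrate and 100% = substrate only without enzyme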
#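 Assay system: isolated STEP enzyme / Timing: 20 min at room temperature, dark / Doses: 20 µM, 1% DMSO / Technique: fluorescence intensity, excitation 480 nm, emission 540 nm / Reagent: fluorogenic phosphatase substrate OMFP at 25 µM final / Measure: percent inhibition scaled to no-enzyme and uninhibited-enzyme controls, plate-pattern corrected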
# SUMO1 PPI mod: modulators of SUMO1 protein-protein interactions, primary screen, biochemical, uHTS; AID 602429, 2012; inhibition, % at 20 µM; SUMO1 binding to a labelled peptide, TR-FRET, 1 h; 360,000 compounds, 0.33% hits; in the data active = inhibition above about 37%
# LMPTP block: LMPTP phosphatase inhibitors, primary screen, biochemical, fluorescence intensity, uHTS; Low molecular weight phosphotyrosine protein phosphatase (Homo sapiens), P24666; recombinant LMPTP-A, OMFP fluorogenic substrate; inhibition, % at 20 µM; 360,000 compounds, 0.22% hits; AID 651560, 2012;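 active = compounds that cut the enzyme signal by at least half of the control window in the single-dose screen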;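 note: plate controls were DMSO wells with enzyme plus substrate for no effect and substrate without enzyme for full effect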
#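 Test system: LMPTP-A, protein tyrosine phosphatase of low molecular weight; Input: 0.625 nM enzyme; Incubation: 50 min dark incubation at room temperature; Signal: endpoint fluorescence intensity from OMFP dephosphorylation; Read-out basis: % inhibition versus control wells.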
# NadD inh: inhibitors of S. aureus NadD, primary screen, biochemical, colorimetric, uHTS | AID 602399, 2012 | 360,000 compounds, 0.78% hits | purified NadD enzyme, colorimetric absorbance read-out | Nicotinate-nucleotide adenylyltransferase NadD (Staphylococcus aureus N315) | inhibition, % at 20 µM; in the data active = inhibition above about 26%; note: some compounds past the cut are filed as inactive
# CSN inh: inhibitors of CSN-mediated cullin deneddylation, primary screen, biochemical, fluorescence polarization, uHTS. 360,000 compounds, 0.38% hits. Purified CSN, SCF-Nedd8-OG deneddylation. inhibition, % at 12.5 µM. COP9 signalosome complex subunit 5 (Homo sapiens), Q92905;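 active = pattern-corrected inhibition above about 35%, with an unprinted fluorescence ratio check between 0.5 and 1.5, limit read from the data, passing the limit was not always enough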;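 note: 0% = enzyme with substrate and 100% = substrate without enzyme; some results filed as inactive read as strong as hits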
#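 test system = HEK293T-derived human Csn5 enzyme | amount = 0.24 nM Csn5 enzyme, final concentration | medium = Tris/NaCl/DTT buffer, pH 7.5 | schedule = 90 min reaction at room temperature | signal = FP | evaluation = inhibition of Csn5 cleavage, % | compound dosing = single dose of 12.5 µM compound with 0.25% DMSO | probe or stimulus = 10 nM SCFSkp2-Nedd8OG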
# Scp-1 inhibitor: Scp-1 phosphatase inhibitors, primary screen, biochemical, colorimetric, uHTS. 340,000 compounds, 0.88% hits. Recombinant Scp1, phosphopeptide, malachite green phosphate absorbance. inhibition, % at 20 µM. Carboxy-terminal domain RNA polymerase II polypeptide A small phosphatase 1 (Homo …;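 active = inhibition above about 50% at 20 µM, limit read from the data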;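 note: plate controls were DMSO wells with enzyme for no effect and wells lacking enzyme for full effect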
#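 assay system = SCP-1 phosphatase catalytic domain, residues 76-261 | buffer or medium = 50 mM Tris acetate pH 5.5, 0.005% Tween-20, 10 mM MgCl2 | incubation = enzyme reaction 45 min at room temperature, colour 5 min, stabilisation 30 min | signal = Phosphate-binding colour reagent, absorbance read at 630 nm | measure = % inhibition at 20 µM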
# Neddylation inh: inhibitors of cullin neddylation, primary screen, biochemical, TR-FRET, uHTS, NAE and Ubc12; NEDD8-conjugating enzyme Ubc12 (Homo sapiens) + NEDD8-activating enzyme E1 regulatory …; calls only at 25 µM; 360,000 compounds, 0.58% hits; AID 651699, 2012; in the data active = inhibition above about 36%
# Rin1 Abl inh: inhibitors of Rin1-Abl protein binding, primary screen, biochemical, TR-FRET. Tyrosine-protein kinase ABL1 (Homo sapiens) + Ras and Rab interactor 1 (Homo sapiens), …. inhibition, % at 7.35 µM. 360,000 compounds, 0.4% hits. AID 588664, 2011; in the data active = inhibition above about 5%, passing the limit was not always enough
# Rpn11 inh: Rpn11 (PSMD14) deubiquitinase inhibitors, primary screen, biochemical, fluorescence polarization, uHTS; AID 588493, 2011; 26S proteasome non-ATPase regulatory subunit 14 (Homo sapiens), O00487; human 26S proteasome, Ub4-pepOG fluorescence polarization; 20S core pre-blocked with epoxomicin; calls only at 20 µM; 360,000 compounds, 0.59% hits;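 active = inhibition at 20 µM, scaled to each plate's controls, above about 33%, limit read from the data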
# DNMT1 block: human DNMT1 methyltransferase inhibitors, primary screen, biochemical, molecular beacon, fluorescence, HinP1I cleavage, uHTS; DNA (cytosine-5)-methyltransferase 1 (Homo sapiens), P26358; AID 588458, 2011; inhibition (reported as % activation of signal), % at 10 µM; 360,000 compounds, 0.83% hits; in the data active = inhibition above about 50%
# * = called active by the depositor; i = inactive; . = not tested or not shown; + = active, no number; & = joins results of further samples.
nr	structure	STEP inh	SUMO1 PPI mod	LMPTP block	NadD inh	CSN inh	Scp-1 inhibitor	Neddylation inh	Rin1 Abl inh	Rpn11 inh	DNMT1 block
1	COc1ccc(C(=O)N2CC=C(c3ccccc3)CC2)cc1S(=O)(=O)N1CCOCC1	-2	0	-1.2	1	-2	-7	i	1	i	-7
2	COc1ccccc1CN(C)C(=O)c1cc2ccccc2o1	0	6	-13	-6	1	-5	i	-3	i	0
3	O=C(c1ccc(N2CCN(S(=O)(=O)c3ccccc3)CC2)c([N+](=O)[O-])c1)N1CCOCC1	0	-22	-0.5	2	-6	-4	i	-1	i	6
4	Oc1ccccc1-c1nc(NCc2cccnc2)c2ccccc2n1	0	1	5.0	-1	-1	9	i	-1	i	0
5	CCS(=O)(=O)c1nc(S(=O)(=O)c2ccc(C)cc2)c(NCCCN2CCOCC2)s1	-2	-2	-2.0	2	0	-5	i	-2	i	-1
6	CCCCCc1nnc(NC(=O)C2COc3ccccc3O2)s1 (centres undefined)	2	-18	-0.7	-4	3	-2	i	0	i	-1
7	C=CCN(C(=O)c1csnn1)C(C(=O)NCc1ccc(F)cc1)c1ccccc1 (centres undefined)	-2	6	-0.7	-2	0	-7	i	2	i	-1
8	CCCC1C(=O)N(c2ccccc2)C1c1ccccc1 (centres undefined)	0	1	1.4	-2	-1	-9	i	7	i	1
9	O=C(NCCCN1CCOCC1)c1cccc(S(=O)(=O)N2CCc3ccccc3C2)c1	-2	1	-1.7	-4	-6	-4	i	-4	i	7
10	N/C(=N\OC(=O)c1cnn(-c2ccccc2)c1C(F)(F)F)c1ccc(C(F)(F)F)cc1	3	1	2.0	-9	5	-13	i	0	i	-1
11	COc1ccccc1NC(=O)N1CCN(c2ncccn2)CC1	-1	3	-0.3	-1	-5	-13	i	-1	i	3
12	Cc1nc(C)c(Cc2ccccc2Cl)c(=O)[nH]1	-5	3	-2.4	-8	-14	-5	i	2	i	4
13	COC(=O)c1sccc1NC(=O)C1CC(C)=C(C)CC1C(=O)O (centres undefined)	-2	3	-1.8	1	4	-10	i	-18	i	0
14	CN(Cc1ccccn1)C(=O)C1CCC(=O)N(Cc2cccc(C(F)(F)F)c2)C1 (centres undefined)	-1	0	-0.3	2	-4	1	i	4	i	1
15	Cc1sc2ncn(CC(=O)OC(C)C(=O)NC(C)(C)C)c(=O)c2c1C (centres undefined)	-5	3	1.0	2	0	-2	i	1	i	3
16	COC(=O)c1cc(-c2ccc(Cl)cc2Cl)n[nH]1	2	-1	0.4	2	-1	-6	i	-1	i	1
17	Fc1ccc(-[n+]2nc(Nc3ccccc3)sc2-c2ccc(OCc3ccccc3)cc2)cc1	4	-70	1.2	8	2	0	i	-1	i	-1
18	O=C(CN1CCN(S(=O)(=O)c2ccccc2)CC1)NC1CC1	-1	5	-1.1	-5	2	-4	i	2	i	0
19	COc1ccc(-c2cc(C(=O)NC3=NCCS3)c3ccccc3n2)cc1OC	-2	-13	2.2	2	-10	-5	i	-3	i	-5
20	N/C(=N\OC(=O)c1ccccc1Br)c1ccc([N+](=O)[O-])cc1	6	-12	41	-4	1	-10	i	1	i	4
21	CC(=O)c1ccc(N2CCN(Cc3cc(=O)n4c(-c5ccccc5)csc4n3)CC2)cc1	3	1	0.8	8	4	-9	i	-3	i	-3
22	Cc1ccsc1-c1nc(CSCC(=O)N2CCN(c3ccccc3)CC2)c(C)o1	2	-5	1.8	1	6	-1	i	-4	i	0
23	Cc1cccc(OCCC(=O)Nc2c(C)n(C)n(-c3ccccc3)c2=O)c1	0	2	0.1	4	-4	3	i	-3	i	4
24	Cc1ccc(-n2c(SCC(=O)Nc3ccc4c(c3)OCO4)nnc2-c2cccs2)cc1	0	1	-0.2	9	-1	4	i	-2	i	10
25	Cc1ccc(OCCn2cc(/C=C/C(=O)O)c3ccccc32)cc1	2	-1	0.9	3	-3	-16	i	0	i	-3
26	COc1ccc(NC(=O)c2ccco2)cc1NC(=O)c1cccc(OC(C)C)c1	1	1	2.0	-4	3	-22	i	2	i	-1
27	O=C(NC1CCCCCCC1)c1ccc(CNc2c(N3CCOCC3)c(=O)c2=O)cc1	0	6	-0.1	5	4	-9	i	1	i	3
28	Cc1nc(NC(=O)c2ccccc2)sc1C1(C)CC(c2c(Cl)cccc2Cl)=NO1 (centres undefined)	-1	1	1.4	19	3	-1	i	1	i	-11
29	COc1ccccc1NC(=O)CN(c1ccc([N+](=O)[O-])cc1)S(=O)(=O)c1ccccc1	-1	-3	-0.3	-3	5	-1	i	-3	i	4
30	CSC1=NC2(C[C@H]2c2ccccc2)C(=O)N1C (some centres undefined)	0	1	-1.3	1	3	-7	i	-1	i	1
31	Cc1ccc(SCC(=O)OCC(=O)NCc2cccs2)cc1	2	-1	-0.3	-4	1	-5	i	-3	i	0
32	CC1SCC(=O)N(CC(=O)NCc2ccccc2)C1=O (centres undefined)	-1	2	-0.3	-1	4	-3	i	-1	i	0
33	COc1ccc(NC(=O)c2ccc(CNc3c(NC4CCCCC4)c(=O)c3=O)cc2)c(OC)c1	2&2	1&-2	0.1&2.0	10&16	6&1	-8&-7	i	1&-1	i	5&-1
34	COc1ccc(S(=O)(=O)N2CCC(C(=O)N3CCCCC3)CC2)cc1OC	-2	1	-1.2	-2	7	-4	i	2	i	5
35	COc1ccc(C(=O)n2nc(C)c(Br)c2C)cc1	0	2	2.2	-9	-2	-10	i	0	i	3
36	COc1cc2c(c(OC)c1OC)-c1ccc(SC)c(=O)cc1C(NC(=O)c1ccccc1)CC2 (centres undefined)	1	-28	0.0	3	-2	-3	i	2	i	-4
37	COc1cccc(-c2nc(CSCC(=O)NCC3CCCO3)c(C)o2)c1 (centres undefined)	-3	0	-0.4	4	-1	-4	i	-1	i	4
38	CCCCCOC(=O)C1[C@H]2C(=O)N(c3ccccc3CC)C[C@]23C=C[C@H]1O3 (some centres undefined)	1	-5	2.2	-1	1	-5	i	0	i	-1
39	Cc1cc2ccccc2cc1C(=O)c1ccccc1	0	6	2.1	1	-3	-7	i	-2	i	-2
40	O=C1c2cccc([N+](=O)[O-])c2C(=O)N1CCO	0	-7	-0.3	-1	5	-4	i	4	i	0
41	CCc1cccc(CC)c1NC(=O)COC(=O)c1cccc(-c2ccc(OC(C)=O)cc2)c1	-1	2	0.9	0	0	-4	i	2	i	25
42	COc1ccccc1NC(=O)Nc1nc(CC(=O)NCc2ccccn2)cs1	2	-3	1.0	0	6	-6	i	0	i	0
43	CCOc1ccc(C(=O)CCC(=O)N2CCC(C(=O)OC)CC2)cc1	-1	-3	-0.4	-25	12	2	i	0	+	2
44	O=C(Cc1ccccc1)Nc1ccccc1C(=O)O	-1	6	0.5	-3	0	-11	i	2	i	0
45	O=Cc1ccc(N2Cc3ccccc3C2)cc1	-3	-11	1.6	4	1	-9	i	3	i	13
46	COc1cc(C(=O)O/N=C(\N)c2ccncc2)cc(OC)c1OC	2	2	-1.6	3	4	6	i	2	i	7
47	Cc1ccc(C(NC(=O)NN2CCN(C)CC2)C(Cl)Cl)cc1F (centres undefined)	1	4	-1.3	-6	4	-7	i	3	i	-1
48	CCOC(=O)C1=C[C@@H](C(C)(C)C)N(S(=O)(=O)c2ccc(C)cc2)[C@H]1c1ccc(F)cc1	0	6	2.8	-6	-6	.	i	-3	i	-2
49	COc1cc(/C=C/C(=O)OCC(=O)NCCCc2ccccc2)cc(OC)c1OC	0	-18	0.8	-4	-2	-8	i	1	i	0
50	CCN(C(=O)C1CCCN(c2nc(-c3ccc(OC)cc3)no2)C1)c1ccc(OC)cc1 (centres undefined)	1	7	2.1	-4	6	-10	i	0	i	-1
51	Cc1c(C(=O)Nc2ccccc2)cnn1-c1ccccc1	-2	-6	-0.6	-3	-3	-17	i	0	i	1
52	O=C(O)c1cccc2c1C(=O)N(c1ccccc1)C2	1	5	-1.1	-2	-2	-16	i	0	i	-1
53	CCNC(=O)C1(C)CCCN(C(=O)c2ccc3c(c2)C(C)(C)CCC3(C)C)C1 (centres undefined)	2	-5	-0.8	2	0	.	i	3	i	0
54	COc1ccc(N2C(=O)CC(N(CCc3ccccc3)C(=O)c3ccccc3)C2=O)cc1 (centres undefined)	6	4	-1.4	-6	1	-21	i	0	i	-2
55	O=S(=O)(N1CCOCC1)N1CCN(c2ccccc2F)CC1	-1	2	0.0	-2	-2	-5	i	-1	i	2
56	C[C@H](CO)N1C[C@H](C)[C@@H](CN(C)Cc2ccc(Cl)c(Cl)c2)Oc2c(NC(=O)CCC(F)(F)F)cccc2C1=O	0	9	2.2	-3	0	-3	i	4	i	-8
57	CCC(C)[C@H](NC(=O)Nc1cccc(Cl)c1)C(=O)O (some centres undefined)	-6	-3	-3.2	-6	-5	-4	i	2	i	0
58	Cc1nn(Cc2ccc(C(=O)N3CCOCC3)o2)c(C)c1Br	0	1	-1.9	-1	-10	-1	i	2	i	0
59	CSCC[C@H](NC(=O)OC(C)(C)C)c1nnc(SCC(=O)Nc2ccc(C)cc2C)o1	5	3	-1.4	-2	0	-15	i	0	i	-2
60	CCn1c(N2CCN(C(c3ccccc3)c3ccccc3)CC2)nc2c1c(=O)[nH]c(=O)n2C	0	-1	-1.8	-3	2	-8	i	1	i	-2
61	Cc1cccc(C2c3[nH]c4ccccc4c3CCN2C(=O)Cc2n[nH]c(C)n2)n1 (centres undefined)	1	0	1.1	-3	0	0	i	-1	i	-2

# Two entries from above in a different format.
[58] Cc1nn(Cc2ccc(C(=O)N3CCOCC3)o2)c(C)c1Br
  STEP inh: 0
  SUMO1 PPI mod: 1
  LMPTP block: -1.9
  NadD inh: -1
  CSN inh: -10
  Scp-1 inhibitor: -1
  Neddylation inh: i
  Rin1 Abl inh: 2
  Rpn11 inh: i
  DNMT1 block: 0
[59] CSCC[C@H](NC(=O)OC(C)(C)C)c1nnc(SCC(=O)Nc2ccc(C)cc2C)o1
  STEP inh: 5
  SUMO1 PPI mod: 3
  LMPTP block: -1.4
  NadD inh: -2
  CSN inh: 0
  Scp-1 inhibitor: -15
  Neddylation inh: i
  Rin1 Abl inh: 0
  Rpn11 inh: i
  DNMT1 block: -2
